VIM-2 inhibitor – VIM-2 metallo-beta-lactamase inhibitors, primary screen, biochemical, epi-absorbance readout, Pseudomonas aeruginosa enzyme | purified VIM-2, nitrocefin hydrolysis, epi-absorbance fluorescence | inhibition, % at 5.6 µM | actives 0.89% (n = 290,000);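 active means inhibition above the mean of all tested compounds plus 3 SD, cutoff set per screening run, cut at about 7.5% in these data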;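 further: red hydrolysis product quenches plate fluorescence so inhibitors raise well fluorescence; 0% = enzyme with DMSO and 100% = DMSO without enzyme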
GPR7 antag – GPR7 receptor antagonists, primary screen, cell-based, fluorescence, single concentration | actives 1.1% (n = 290,000) | AID 1861, 2009 | GPR7-expressing cells, fluorescence antagonist assay | inhibition, % at 4.4 µM; in the data active means inhibition above about 16%, passing the limit was not always enough;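 further: cells stimulated with the agonist NPW; 0% = agonist with vehicle and 100% = vehicle without agonist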
Target sequence (P48145 whole entry, looked up): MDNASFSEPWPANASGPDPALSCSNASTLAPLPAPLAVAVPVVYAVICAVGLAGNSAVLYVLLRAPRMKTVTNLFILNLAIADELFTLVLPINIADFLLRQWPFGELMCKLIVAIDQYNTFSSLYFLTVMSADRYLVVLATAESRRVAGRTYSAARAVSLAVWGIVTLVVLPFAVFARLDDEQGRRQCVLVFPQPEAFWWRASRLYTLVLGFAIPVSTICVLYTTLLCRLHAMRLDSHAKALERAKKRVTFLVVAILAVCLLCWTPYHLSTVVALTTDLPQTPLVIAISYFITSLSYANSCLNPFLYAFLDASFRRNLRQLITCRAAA
NALP1 inh – NALP1 inflammasome inhibitors in reconstituted yeast, colorimetric, S. cerevisiae, triplicate retest; S. cerevisiae NALP1/ASC/caspase-1 growth, X-gal OD620, 72 h; inhibition, % at 10 µM; actives 0.61% (n = 280,000); AID 2071, 2009; in the data active means inhibition mostly above about 24%, no sharp cut-off; inactive means mostly below about 32%; further: some compounds called inactive have numbers as strong as hits
IDE inh – human IDE inhibitors in live cells, primary screen, fluorescence polarization, HEK cells, FAbetaB substrate; FAbetaB cleavage; actives 0.41% (n = 320,000); inhibition, % at 5.59 µM;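 active means percent inhibition above the average of all tested compounds plus 3 SD, set per screening campaign, cut at about 16% in these data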;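 further: IDE supplied by intact live HEK cells; FP after avidin binding of uncleaved biotin substrate so inhibition keeps polarization high; 0% = DMSO wells and 100% = 60 µM reference IDE inhibitor Ii1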
IMP-1 inhibitor – IMP-1 metallo-beta-lactamase inhibitors, primary screen, biochemical, epi-absorbance readout, Pseudomonas aeruginosa enzyme. metallo-beta-lactamase IMP-1 (Pseudomonas aeruginosa). purified IMP-1, nitrocefin hydrolysis, epi-absorbance fluorescence. inhibition, % at 5.6 µM. actives 0.45% (n = 290,000). AID 1556, 2009;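 active means inhibition above the mean plus 3 SD of all compounds in the same screening run, cut at about 4.5% in these data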;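 further: 0% = IMP-1 with DMSO and 100% = DMSO wells lacking enzyme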
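System: purified IMP-1; amount: IMP-1 0.2 nM before substrate addition; compound: single dose, 5.6 µM; times: 25 °C, 15 min preincubation, 25 min reaction; signal: Epi-absorbance via hydrolysed-nitrocefin quenching of white-plate fluorescence, 480/530 nm, EDTA stop; benchmarks: DMSO with and without IMP-1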
PfM18AAP inh – PfM18AAP inhibitors, malaria aminopeptidase, primary screen, biochemical, QFRET, recombinant enzyme | M18 aspartyl aminopeptidase (Plasmodium falciparum 3D7) | H-Glu-NHMec fluorogenic cleavage | inhibition, % at 7.35 µM | actives 1.2% (n = 290,000) | AID 1822, 2009;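 active means inhibition above the campaign mean inhibition over all tested compounds plus 3 SD, cut at about 28% in these data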;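 further: 0% = plate median of test compound wells and 100% = 2 mM ZnCl2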
PHOSPHO1 block – PubChem AID 1565; actives 1.1% (n = 290,000); Phosphoethanolamine/phosphocholine phosphatase (Homo sapiens), Q8TCT1; inhibition, % at 13.3 µM; recombinant PHOSPHO1, absorbance phosphatase assay; in the data active means inhibition above about 60%
Target sequence (Q8TCT1 whole entry, looked up): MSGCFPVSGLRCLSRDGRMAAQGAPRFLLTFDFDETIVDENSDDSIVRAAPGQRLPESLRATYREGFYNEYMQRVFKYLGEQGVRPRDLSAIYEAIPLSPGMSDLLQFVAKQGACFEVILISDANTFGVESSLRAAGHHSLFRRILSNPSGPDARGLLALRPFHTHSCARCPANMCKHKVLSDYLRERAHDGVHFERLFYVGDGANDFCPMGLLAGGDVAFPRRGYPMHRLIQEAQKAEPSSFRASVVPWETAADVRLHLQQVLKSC
p-CIP stab down – p/CIP-EGFP fusion destabilizers, primary screen, fluorescence, F442A cells. Q05BA5. 16 h. decrease of EGFP signal, % at 10 µM. actives 0.01% (n = 290,000);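 active means EGFP signal decrease of at least 30% at 10 µM or well 3 SD below plate mean, unless failing retest; inactive means the rest, including hits failing retest or dose response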; further: some compounds called inactive have numbers as strong as hits; many of its hits are not listed in these tables
IDE act – human IDE activators in live cells, primary screen, fluorescence polarization, HEK cells, FAbeta-B substrate; FAbeta-B cleavage; 0% vehicle, 100% cell-free pure enzyme wells; activation, % at 5.96 µM; actives 0.073% (n = 340,000); AID 493087, 2011;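 active means activation above the mean of all tested compounds plus 3 SD, set per screening campaign, cut at about 17% in these data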
* = called active by the depositor.

Results for CC(C)COP(=O)(c1ccc(N(C)C)cc1)C(O)c1ccncc1 (stereo unspecified) ?
VIM-2 inhibitor: 1.1; GPR7 antag: -7.1; NALP1 inh: 12.7; IDE inh: 4.6; IMP-1 inhibitor: -2.5; PfM18AAP inh: 16.1; PHOSPHO1 block: 12.5; p-CIP stab down: -12.7; IDE act: -4.7

Results for CCC(Sc1ccc2nnc(-c3cccnc3)n2n1)C(=O)OC (stereo unspecified) ?
VIM-2 inhibitor: -0.3; GPR7 antag: -12.9; NALP1 inh: -4.8; IDE inh: 3.8; IMP-1 inhibitor: -5.1; PfM18AAP inh: 2.9; PHOSPHO1 block: 15.5; p-CIP stab down: 15.4; IDE act: 4.3

Results for COc1cccc(NS(=O)(=O)c2ccc3c(c2)CCN3C(C)=O)c1 ?
VIM-2 inhibitor: -4.2; GPR7 antag: -1.3; NALP1 inh: 0.8; IDE inh: -0.4; IMP-1 inhibitor: -3.1; PfM18AAP inh: 0.0; PHOSPHO1 block: -14.0; p-CIP stab down: -2.5; IDE act: 3.0

How did C=CCn1c(SCC(=O)Nc2cc(C)c(Cl)cc2OC)nnc1-c1ccco1 do in these assays?
VIM-2 inhibitor: -2.7; GPR7 antag: 15.3; NALP1 inh: 1.6; IDE inh: -0.6; IMP-1 inhibitor: -0.6; PfM18AAP inh: 10.6; PHOSPHO1 block: 8.7; p-CIP stab down: -2.9; IDE act: 0.7

What do the screens show for `O=S(=O)(NCCc1ccccc1)c1ccc(F)cc1`?
VIM-2 inhibitor: -3.1; GPR7 antag: -6.0; NALP1 inh: 3.7; IDE inh: 4.9; IMP-1 inhibitor: -1.3; PfM18AAP inh: 1.6; PHOSPHO1 block: 39.1; p-CIP stab down: -1.5; IDE act: 2.4

Results for CCc1ccc(CCC(=O)Nc2sc(C)c(C)c2C(=O)OC)o1 ?
VIM-2 inhibitor: 2.1; GPR7 antag: 2.7; NALP1 inh: 15.6; IDE inh: -0.7; IMP-1 inhibitor: -4.4; PfM18AAP inh: -37.1; PHOSPHO1 block: -6.8; p-CIP stab down: 9.2; IDE act: 8.6

What do the screens show for `Cc1ccc(C(=O)n2nc(-c3ccccc3)nc2NCc2ccco2)cc1`?
VIM-2 inhibitor: -1.9; GPR7 antag: -1.6; NALP1 inh: 11.6; IDE inh: -4.0; IMP-1 inhibitor: -1.7; PfM18AAP inh: 0.2; PHOSPHO1 block: 23.8; p-CIP stab down: -10.2; IDE act: 10.3

How did Cc1ccc(C(=O)NCCn2c(N)c(C#N)c3nc4ccccc4nc32)cc1 do in these assays?
VIM-2 inhibitor: 0.8; GPR7 antag: -9.5; NALP1 inh: 20.9; IDE inh: 2.6; IMP-1 inhibitor: -2.8; PfM18AAP inh: -0.6; PHOSPHO1 block: -2.6; p-CIP stab down: -4.5; IDE act: -2.3

Results for COc1ccccc1NC(=O)c1nn(-c2ccc(F)c(F)c2)ccc1=O ?
VIM-2 inhibitor: -1.6; GPR7 antag: -9.4; NALP1 inh: 15.0; IDE inh: 1.4; IMP-1 inhibitor: -0.1; PfM18AAP inh: -2.2; PHOSPHO1 block: -5.7; p-CIP stab down: 4.6; IDE act: 7.4

How did CCC(CC)C(=O)c1c[nH]c(C(=O)NCCCN2CCOCC2)c1 do in these assays?
VIM-2 inhibitor: -0.1; GPR7 antag: -5.1; NALP1 inh: -6.5; IDE inh: 0.8; IMP-1 inhibitor: -2.0; PfM18AAP inh: 2.2; PHOSPHO1 block: 66.4*; p-CIP stab down: -0.5; IDE act: -0.3

How did CCN(CC)S(=O)(=O)c1ccc(Cl)c(NC(=O)c2cc(Cl)cc(Cl)c2)c1 do in these assays?
VIM-2 inhibitor: -1.4; GPR7 antag: -1.2; NALP1 inh: 33.5; IDE inh: -7.3; IMP-1 inhibitor: -2.4; PfM18AAP inh: 0.7; PHOSPHO1 block: -2.4; p-CIP stab down: -10.2; IDE act: -2.5

Results for Cn1c(CN2CCCCC2)nc2cc([N+](=O)[O-])ccc21 ?
VIM-2 inhibitor: -1.3; GPR7 antag: -15.0; NALP1 inh: 12.2; IDE inh: 4.4; IMP-1 inhibitor: -2.4; PfM18AAP inh: -2.0; PHOSPHO1 block: 18.0; p-CIP stab down: 0.7; IDE act: 1.7

How did CO/N=C(/COc1ccc(F)cc1)c1ccc(OC)cc1 do in these assays?
VIM-2 inhibitor: -1.9; GPR7 antag: -14.3; NALP1 inh: 7.0; IDE inh: -0.9; IMP-1 inhibitor: -3.0; PfM18AAP inh: 1.6; PHOSPHO1 block: 22.7; p-CIP stab down: -14.6; IDE act: -1.3

Results for NS(=O)(=O)c1cccc(NC(=O)CCSc2ccc(Cl)cc2)c1 ?
VIM-2 inhibitor: -3.0; GPR7 antag: -2.3; NALP1 inh: 41.7; IDE inh: 9.0; IMP-1 inhibitor: -2.4; PfM18AAP inh: 0.0; PHOSPHO1 block: 3.9; p-CIP stab down: -13.5; IDE act: 1.0

How did COc1cc(Cc2ccc(N)c(OC)c2)ccc1N do in these assays?
VIM-2 inhibitor: 0.5; GPR7 antag: -13.4; NALP1 inh: 32.1; IDE inh: 0.4; IMP-1 inhibitor: -1.0; PfM18AAP inh: 0.7; PHOSPHO1 block: -7.4; p-CIP stab down: 1.8; IDE act: -0.6

What do the screens show for `N#Cc1ccc(C(=O)OCC(=O)N2CCOCC2)cc1`?
VIM-2 inhibitor: -3.6; GPR7 antag: -8.0; NALP1 inh: -16.3; IDE inh: 1.1; IMP-1 inhibitor: -2.6; PfM18AAP inh: 3.3; PHOSPHO1 block: 31.9; p-CIP stab down: -12.1; IDE act: 2.8

How did CC(=O)OCC1=C(C(=O)O)N2C(=O)C(NC(=O)CCn3nc(C)c(Cl)c3C)C2SC1 (stereo unspecified) do in these assays?
VIM-2 inhibitor: 1.3; GPR7 antag: -21.1; NALP1 inh: 19.6; IDE inh: 0.4; IMP-1 inhibitor: -1.3; PfM18AAP inh: 22.7; PHOSPHO1 block: 2.4; p-CIP stab down: -0.5; IDE act: 1.3

How did Cc1cc2cc(C)c(NCCNC(=O)c3ccccc3F)nc2cc1C do in these assays?
VIM-2 inhibitor: -0.8; GPR7 antag: -4.4; NALP1 inh: 9.5; IDE inh: 2.1; IMP-1 inhibitor: -1.3; PfM18AAP inh: 6.1; PHOSPHO1 block: 10.2; p-CIP stab down: -13.1; IDE act: -3.4

Results for CCOCCCNC(=S)Nc1cc(C)cc(C)c1 ?
VIM-2 inhibitor: -1.3; GPR7 antag: -13.5; NALP1 inh: 26.2; IDE inh: -2.8; IMP-1 inhibitor: -3.8; PfM18AAP inh: -1.3; PHOSPHO1 block: -30.8; p-CIP stab down: -0.9; IDE act: 3.6

What do the screens show for `COc1ccc(S(=O)(=O)N2CCCC(C(=O)NCc3cccnc3)C2)cc1` (stereo unspecified)?
VIM-2 inhibitor: -6.5; GPR7 antag: -4.6; NALP1 inh: -4.8; IDE inh: 4.3; IMP-1 inhibitor: -2.9; PfM18AAP inh: 4.2; PHOSPHO1 block: 27.0; p-CIP stab down: -6.7; IDE act: 3.8

Results for COc1ccccc1NC(=O)COc1ccc2ccccc2c1 ?
VIM-2 inhibitor: 0.5; GPR7 antag: -10.4; NALP1 inh: 23.6; IDE inh: 3.2; IMP-1 inhibitor: -0.6; PfM18AAP inh: -4.7; PHOSPHO1 block: 26.3; p-CIP stab down: -3.8; IDE act: 2.9

What do the screens show for `Cc1ccc(Cl)cc1N1CCN(C(=O)c2ccc3nc[nH]c3c2)CC1`?
VIM-2 inhibitor: -3.0; GPR7 antag: 2.4; NALP1 inh: 31.7; IDE inh: 19.0*; IMP-1 inhibitor: -4.8; PfM18AAP inh: -3.9; PHOSPHO1 block: 0.0; p-CIP stab down: 2.2; IDE act: -18.7

Results for O=C(Nc1cccc(-c2nc3ccccc3s2)c1)c1ccc2c(c1)OCO2 ?
VIM-2 inhibitor: -4.3; GPR7 antag: -2.8; NALP1 inh: 13.0; IDE inh: 0.4; IMP-1 inhibitor: -3.0; PfM18AAP inh: -1.8; PHOSPHO1 block: -123.2; p-CIP stab down: 5.0; IDE act: -2.6

Results for Cc1nnc(SCc2nnc(-c3cccs3)o2)s1 ?
VIM-2 inhibitor: -1.6; GPR7 antag: 7.7; NALP1 inh: 15.3; IDE inh: 9.5; IMP-1 inhibitor: -0.8; PfM18AAP inh: -2.6; PHOSPHO1 block: 7.3; p-CIP stab down: -2.8; IDE act: 4.2

How did O=C(NNC(=O)c1ccco1)c1cccc(Br)c1 do in these assays?
VIM-2 inhibitor: -2.9; GPR7 antag: -3.6; NALP1 inh: 4.4; IDE inh: -1.6; IMP-1 inhibitor: -2.4; PfM18AAP inh: -0.7; PHOSPHO1 block: 14.7; p-CIP stab down: -7.6; IDE act: 0.3

Results for CC(=O)OCC1OC(OCc2cn(C[C@H]3CC[C@@H]([C@@H]4CC[C@H](Cn5cc(COC6OC(COC(C)=O)C(OC(C)=O)C(OC(C)=O)C6OC(C)=O)nn5)O4)O3)nn2)C(OC(C)=O)C(OC(C)=O)C1OC(C)=O (stereo partly specified) ?
VIM-2 inhibitor: -3.1; GPR7 antag: -6.0; NALP1 inh: 0.7; IDE inh: -1.1; IMP-1 inhibitor: -2.3; PfM18AAP inh: -1.2; PHOSPHO1 block: -7.3; p-CIP stab down: -24.6; IDE act: 6.0

Results for O=C(NCc1ccc(Cl)cc1)C1CCC(CNc2c(N3CCOCC3)c(=O)c2=O)CC1 (stereo unspecified) ?
VIM-2 inhibitor: -3.3; GPR7 antag: -15.3; IDE inh: -3.0; IMP-1 inhibitor: -3.6; PfM18AAP inh: 3.0; PHOSPHO1 block: 37.0; p-CIP stab down: -17.2; IDE act: 2.7

How did O=C1OCCN1S(=O)(=O)Nc1ccccc1 do in these assays?
VIM-2 inhibitor: -2.5; GPR7 antag: -4.6; NALP1 inh: 5.6; IDE inh: -0.2; IMP-1 inhibitor: -2.5; PfM18AAP inh: 2.0; PHOSPHO1 block: 39.4; p-CIP stab down: -10.6; IDE act: 3.6

What do the screens show for `O=C(OCC1OC2C(Oc3nc(=O)ccn32)C1O)c1ccccc1` (stereo unspecified)?
VIM-2 inhibitor: -1.2; GPR7 antag: -1.8; NALP1 inh: 32.1; IDE inh: 0.4; IMP-1 inhibitor: -0.2; PfM18AAP inh: -1.5; PHOSPHO1 block: -25.3; p-CIP stab down: -25.6; IDE act: 7.3

Results for N/C(=N\OC(=O)Cc1cccs1)c1ccccc1 ?
VIM-2 inhibitor: -3.5; GPR7 antag: -7.4; NALP1 inh: 21.7; IDE inh: 0.8; IMP-1 inhibitor: -4.3; PfM18AAP inh: -5.8; PHOSPHO1 block: 19.4; p-CIP stab down: 9.2; IDE act: 6.2

Screening data as filed in PubChem.
